High-throughput results: PubChem, several laboratories
MEKK2mut PB1 HTS = signal of MEK5 binding to mutant human MEKK2 PB1 domain; bead flow cytometry, Alexa488-MEK5 binding to MEKK2 mutant; percent response, % at 10 µM; hit rate 0.35% among 290,000; AID 1530; in the data active = percent response above about 24%, passing the limit was not always enough; also: inactives centre near 1; some results filed as inactive read as strong as hits; reference of the scale not given here
NALP1 inh = blocks the NALP1 inflammasome reconstituted in yeast | S. cerevisiae NALP1/ASC/caspase-1 growth, X-gal OD620, 72 h | inhibition, % at 10 µM | hit rate 0.61% among 280,000; in the data active = inhibition mostly above about 24%, no sharp cut-off; inactive = mostly below about 32%; also: some compounds called inactive have numbers as strong as hits
GPR7 antagonist = blocks human GPR7 receptor signaling; GPR7-expressing cells, fluorescence antagonist assay; inhibition, % at 4.4 µM; hit rate 1.1% among 290,000; AID 1861; in the data active = inhibition above about 16%, passing the limit was not always enough;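 also: cells stimulated with the agonist NPW; 0% = agonist with vehicle and 100% = vehicle without agonist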
Target sequence (P48145 whole entry, looked up): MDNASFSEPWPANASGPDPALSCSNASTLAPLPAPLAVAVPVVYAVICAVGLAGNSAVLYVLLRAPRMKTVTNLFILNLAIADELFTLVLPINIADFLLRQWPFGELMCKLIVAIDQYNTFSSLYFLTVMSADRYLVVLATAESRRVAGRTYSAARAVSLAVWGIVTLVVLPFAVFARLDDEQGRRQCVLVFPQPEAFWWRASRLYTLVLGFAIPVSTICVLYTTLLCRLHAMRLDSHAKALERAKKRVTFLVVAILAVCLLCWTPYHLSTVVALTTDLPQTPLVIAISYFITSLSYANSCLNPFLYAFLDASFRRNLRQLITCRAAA
OXTR ag = human OXTR agonism; hit rate 0.32% among 320,000; CHO-OTR cells, Fluo-8 calcium fluorescence; normalized: DMSO 0%, oxytocin 100%; activation, % at 3 µM; P30559;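 active = activation above the mean of all tested compounds plus 3 SD, cutoff set per screening run, cut at about 20% in these data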;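 also: peak over basal fluorescence ratio from a 100 s FLIPR kinetic read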
Target sequence (P30559 whole entry, looked up): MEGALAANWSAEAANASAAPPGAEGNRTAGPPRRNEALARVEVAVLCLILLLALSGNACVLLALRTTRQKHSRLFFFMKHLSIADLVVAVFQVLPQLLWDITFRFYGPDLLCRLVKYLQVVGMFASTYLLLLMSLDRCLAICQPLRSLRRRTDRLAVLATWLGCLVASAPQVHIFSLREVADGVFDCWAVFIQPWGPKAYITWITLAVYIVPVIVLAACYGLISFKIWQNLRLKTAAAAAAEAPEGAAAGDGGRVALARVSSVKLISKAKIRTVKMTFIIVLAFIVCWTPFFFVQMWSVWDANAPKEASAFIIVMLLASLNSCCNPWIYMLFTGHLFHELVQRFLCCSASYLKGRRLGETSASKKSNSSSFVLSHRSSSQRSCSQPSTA
PfM18AAP inh = PfM18AAP enzyme inhibition. recombinant PfM18AAP, H-Glu-NHMec fluorogenic cleavage. inhibition, % at 7.35 µM. hit rate 1.2% among 290,000;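 active = inhibition above the campaign mean inhibition over all tested compounds plus 3 SD, cut at about 28% in these data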;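 also: 0% = plate median of test compound wells and 100% = 2 mM ZnCl2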
MEKK3 PB1 HTS = MEKK3-MEK5 PB1 interaction, increase or decrease | binding response (% of control), % at 10 µM | AID 1529 | Q99759 | hit rate 1.4% among 290,000 | bead-based flow cytometry, Alexa488-MEK5 binding to MEKK3; actives lie on both sides; 0 = blocked by unlabeled MEK5, 100 = vehicle;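 active = binding response more than 3 SD above or below the average of its plate-row segment, actives on both sides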;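 also: Alexa488 bead fluorescence after subtracting the streptavidin-only scavenger bead signal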
PHOSPHO1 inh = inhibitors of human PHOSPHO1 phosphatase | recombinant PHOSPHO1, absorbance phosphatase assay | inhibition, % at 13.3 µM | hit rate 1.1% among 290,000; in the data active = inhibition above about 60%
Target sequence (Q8TCT1 whole entry, looked up): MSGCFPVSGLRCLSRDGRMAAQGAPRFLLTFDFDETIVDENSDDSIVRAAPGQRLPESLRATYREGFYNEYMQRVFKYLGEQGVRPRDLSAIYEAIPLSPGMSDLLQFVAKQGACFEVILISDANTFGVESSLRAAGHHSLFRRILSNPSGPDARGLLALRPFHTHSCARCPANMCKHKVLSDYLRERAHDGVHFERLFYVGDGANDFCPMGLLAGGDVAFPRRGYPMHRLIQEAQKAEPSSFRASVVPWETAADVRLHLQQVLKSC
MEKK2wt PB1 HTS = raises or lowers MEK5 binding to wildtype human MEKK2 PB1 domain; bead flow cytometry, Alexa488-MEK5 binding to MEKK2 WT; actives lie on both sides; binding response (% of control), % at 10 µM; hit rate 1.1% among 290,000; in the data active = binding response below about 67% or above about 130%
DNA FID counter = displaces DNA intercalator in HCV helicase counter-screen; hit rate 0.17% among 290,000; DNA fluorescent intercalator displacement, fluorescence; inhibition, % at 7.9 µM; in the data active = inhibition above about 37%;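 also: 0% = vehicle and 100% = reference compound; higher means more ethidium bromide displaced from hairpin DNA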
An asterisk follows results filed as active; / = no result given.

SMILES	MEKK2mut PB1 HTS	NALP1 inh	GPR7 antagonist	OXTR ag	PfM18AAP inh	MEKK3 PB1 HTS	PHOSPHO1 inh	MEKK2wt PB1 HTS	DNA FID counter
COCCN(C(=O)c1ccc(OC2CCN(S(=O)(=O)N(C)C)CC2)cc1)C(C)C	7.0	-27.4	-6.7	1.3	3.8	101.0	/	110.0	-37.0
CCOC(=O)CC1(NC(=O)C2CCC(=O)N(CCc3ccc(OC)cc3)C2)CCCCC1 (stereo unspecified)	2.0	19.5	3.0	-0.8	3.7	100.0	27.3	103.0	-61.2
CS(=O)(=O)N1CCN(c2ccccc2NC(=S)NC(=O)c2ccccc2[N+](=O)[O-])CC1	5.0	-14.5	-3.8	1.4	-6.2	106.0	10.5	97.0	-12.0
Cc1nc2c(-c3ccccc3)c(C)[nH]n2c(=O)c1Cc1ccccc1	-19.0	1.4	0.0	0.7	-8.5	81.0	20.6	76.0	-13.5
COc1ccc(NC(=O)CN2CCN(c3ccc(F)cc3)CC2)cc1	6.0	7.7	-1.9	-1.0	-7.0	105.0	41.9	111.0	-19.0
O=C(c1nsc(Cl)c1Cl)N1CCCCC1	0.0	14.7	2.2	-0.8	-11.0	102.0	-16.4	101.0	0.4
CCOC(=O)C1CCN(C(C(=O)NC2CCCC2)c2ccc(C)cc2)CC1 (stereo unspecified)	3.0	36.5*	-1.4	-1.8	2.0	104.0	10.8	108.0	-7.7
N#Cc1c(Cl)cccc1N1CCC(C(N)=O)CC1	-7.0	-1.5	-7.5	-0.9	-12.5	91.0	28.8	92.0	0.1
CCc1ccc(OCCCC(=O)Nc2ccc(N3CCOCC3)cc2)cc1	-7.0	16.1	-2.3	0.5	1.9	98.0	56.0	101.0	-4.4
COc1ccc(N2C(=O)CCC(C(=O)O)C2c2ccccc2OC)cc1 (stereo unspecified)	-23.0	/	-9.4	0.4	11.7	81.0	4.1	77.0	-11.5
Cc1oc(-c2ccccc2)nc1CC(=O)O	6.0	18.2	0.0	4.5	-3.9	103.0	11.5	106.0	0.9
COc1ccccc1/C=N\Nc1ccccc1[N+](=O)[O-]	-2.0	4.5	-9.3	-3.3	0.5	102.0	32.2	102.0	3.0
Cc1cccc(C)c1OCc1cc(C(=O)N2CCN(c3ccccn3)CC2)no1	2.0	5.7	-12.9	-0.1	3.2	99.0	40.8	99.0	-45.2
CC1CCC(C(=O)NC(C(=O)NCc2cccnc2)C(C)C)CC1 (stereo unspecified)	-4.0	12.7	-4.0	-0.6	-7.1	95.0	-6.4	104.0	-4.2
Cc1ccc(O)c(NS(=O)(=O)c2cccc3nsnc23)c1	1.0	-3.0	-6.9	-1.7	-1.0	107.0	29.2	106.0	-1.1
COC(=O)CCC(=O)Nc1ccc(S(=O)(=O)N2CCCCCC2)cc1	-3.0	33.1	20.4	1.0	-3.0	97.0	-13.8	98.0	-11.0
O=C(Nc1cccc(C(F)(F)F)c1)Nc1ccc2[nH]c(=O)[nH]c2c1	3.0	27.6	-0.2	-0.3	-3.2	98.0	36.0	97.0	-4.1
O=C(O)c1ccc(-c2ccccc2)[nH]c1=O	2.0	/	-2.3	0.8	8.0	97.0	-0.8	96.0	3.6
O=C1CCC(=O)N1c1ccc(-c2nc3sc4c(c3c(=O)o2)CCC4)cc1	12.0	24.9	-13.1	0.2	-17.8	117.0	32.7	113.0	-2.7
COC(=O)c1c(C)nc(C)c(C(=O)OC)c1-c1cccs1	64.0*	11.6	-13.2	-1.0	-0.9	87.0	44.5	93.0	-6.9
O=S(=O)(Cc1ccccc1Cl)CC(O)COc1ccccc1Cl (stereo unspecified)	6.0	23.0	-7.0	2.5	1.4	104.0	8.5	111.0	-9.0
COc1cc(C(=O)Nc2nnc(-c3sccc3C)s2)cc(OC)c1OC	2.0	-4.8	-2.4	-1.3	-2.0	107.0	2.9	101.0	-0.8
CCOC(=O)c1cnc2cc(Cl)c(OC)cc2c1NCC1CCCO1 (stereo unspecified)	13.0	16.2	-18.3	-2.0	2.9	115.0	25.1	136.0*	0.3
CCN(CC)S(=O)(=O)c1ccc(O)c(NC(=O)CN2CCc3ccccc3C2)c1	5.0	3.9	-2.3	8.3	-3.8	103.0	39.9	105.0	-9.8
C[C@]12CCC(O)CC1=CCC1C2CC[C@]2(C)/C(=N\NC(N)=S)CCC12 (stereo partly specified)	1.0	10.9	-13.6	2.2	-4.7	102.0	/	101.0	-17.8
Next records follow.
SMILES	MEKK2mut PB1 HTS	NALP1 inh	GPR7 antagonist	OXTR ag	PfM18AAP inh	MEKK3 PB1 HTS	PHOSPHO1 inh	MEKK2wt PB1 HTS	DNA FID counter
Cc1cc(-c2onc3ccc(Cl)cc23)ccc1O	-4.0	18.8	2.2	3.4	9.8	101.0	12.0	95.0	4.0
CC1CCN(C(=O)CNC(=O)Cc2ccccc2)CC1	-5.0	-16.2	5.7	-0.1	-13.4	97.0	7.7	96.0	-6.0
CC(C)Nc1nnc(SC(C)C(=O)Nc2ccc(Cl)cn2)s1 (stereo unspecified)	-51.0	-3.0	-10.0	-1.9	-0.4	93.0	-5.9	100.0	1.7
CCN(CC)C(=O)CSc1nnc(C2CCCCC2)o1	1.0	20.0	-5.9	0.4	2.1	102.0	44.8	101.0	-8.6
CCCOc1ccc(-c2nc(OC)c3ccccc3n2)cc1	-16.0	9.4	-14.0	-0.3	-3.1	91.0	30.5	96.0	-3.7
Nc1cccc(/C=C/c2ccncc2)c1	9.0	13.2	3.6	-0.5	0.1	101.0	14.9	102.0	-5.5
O=C(C1CCN(c2nnc(-n3cccc3)s2)CC1)N1CCCCC1	-3.0	24.3	-0.4	-2.0	-3.2	101.0	14.0	108.0	-40.4
c1ccc2c(c1)OCCOCCOCCO2	-5.0	3.5	-9.0	0.8	3.1	99.0	20.1	101.0	-4.6
CC(C)(C)NC(=O)N1c2ccccc2Sc2ccccc21	3.0	17.7	-18.3	-2.1	-2.3	105.0	28.0	107.0	-24.2
Cc1ccc(NC(=S)N/N=C/c2c(C)nn(-c3ccccc3)c2N2CCCC2)cc1	-6.0	12.6	8.5	-2.0	0.5	101.0	3.4	104.0	1.1
COc1cc(/C=N/NC(=O)c2ccc(NC(=O)C3CCCCC3)cc2)ccc1O	-1.0	3.5	-7.7	/	6.5	101.0	32.7	100.0	-38.3
CC1CCc2sc(NC(=O)C3CC(Cl)=CCC3C(=O)O)c(C#N)c2C1 (stereo unspecified)	2.0	2.2	-7.4	0.2	5.8	101.0	-25.8	96.0	-13.0
CC(C)(C)OC(=O)NC(CO)c1cn([C@@H](Cc2cc3ccccc3[nH]2)C(=O)N2CCN(C(=O)OC(C)(C)C)CC2)nn1 (stereo partly specified)	3.0	3.4	-8.0	0.2	0.8	100.0	5.1	96.0	-50.1
c1cncc(C(c2nnnn2C2CCCC2)N2CCCC2)c1 (stereo unspecified)	2.0	0.8	-7.3	0.3	2.9	108.0	-9.1	103.0	-5.5
C=CCn1c(=O)c2c(C)c(C)sc2n2c(Nc3ccc(OC)cc3)nnc12	1.0	5.4	-7.6	-2.6	17.2	100.0	-20.1	104.0	-39.9
Cc1cccc(/C=N/NC(=O)c2cc(Br)ccc2OCc2ccccc2)n1	1.0	-7.0	-0.8	-1.7	-0.8	99.0	9.6	91.0	-29.7
N#Cc1ccc(-c2cccs2)nc1SCc1cccnc1	6.0	25.4	11.9	-1.8	1.9	102.0	10.6	102.0	-11.8
COc1ccc(NC(=O)c2ccc(N3CCOCC3)nc2)cc1	5.0	3.5	-7.0	0.1	-3.1	104.0	4.5	105.0	-12.0
OC(COc1ccccc1)CN1CCN(CC(O)COc2ccccc2)CC1 (stereo unspecified)	1.0	20.6	-12.6	1.9	-4.2	107.0	9.5	102.0	8.8
CCOc1cc(-c2nc(-c3ccncc3)no2)cc(OCC)c1OCC	1.0	22.0*	-13.8	-1.4	-1.6	99.0	-1.6	99.0	-1.6
COCCN(C(=O)CSc1nc2ccccc2c(=O)n1C(C)COC)c1c(N)n(Cc2ccccc2)c(=O)[nH]c1=O (stereo unspecified)	-2.0	17.1	-3.6	-1.9	2.3	105.0	17.9	98.0	-29.1
Cc1csc(Nc2ccccc2)n1	3.0	5.7	-12.2	-0.7	1.4	103.0	37.0	102.0	0.5
CC(C)(C)NC(=S)NC(C)(C)C	-2.0	8.4	-9.2	/	-7.3	96.0	40.4	99.0	-7.9
CCCS(=O)(=O)N1CCN(S(=O)(=O)c2ccccc2)CC1	-1.0	-4.0	-3.9	1.2	3.5	97.0	12.1	99.0	0.3
CCOc1cc(/C=C2/C(=O)ON=C2C)ccc1O	5.0	11.0	0.4	-0.6	24.8	107.0	24.1	101.0	3.2
Continuation:
SMILES	MEKK2mut PB1 HTS	NALP1 inh	GPR7 antagonist	OXTR ag	PfM18AAP inh	MEKK3 PB1 HTS	PHOSPHO1 inh	MEKK2wt PB1 HTS	DNA FID counter
O=C(c1cccc(Cl)c1)N1CCC(c2nc3ccccc3[nH]2)CC1	-4.0	-45.7	-12.8	-0.3	-1.5	94.0	0.6	98.0	-10.3
CCCC(=O)N1CCN(c2ccc(NC(=S)NC(=O)c3cccc(C)c3)cc2)CC1	-1.0	9.4	-2.1	7.0	1.6	104.0	12.7	102.0	-5.8
Cc1ccc2nc(NC(=O)CSc3nnc(C)c(=O)n3N)sc2c1	-1.0	19.3	-6.9	-0.6	3.3	108.0	3.9	105.0	-0.9
CC(=O)Nc1c2c(nn1-c1ccc(C)cc1C)CS(=O)C2 (stereo unspecified)	9.0	5.7	1.9	0.5	-2.0	104.0	12.3	106.0	3.1
CCOc1ccc(-c2noc(COC)n2)cc1OC	-6.0	11.5	-9.5	-0.6	-1.5	91.0	-4.0	93.0	-4.4
COC(CN(C(=O)CCl)C(C(=O)NC1CCCC(C)C1C)c1ccc(C)cc1)OC (stereo unspecified)	0.0	18.7	-5.5	0.3	5.7	97.0	-7.9	101.0	-19.5
O=C(CNC(=O)c1cccs1)OCC(=O)c1cccs1	4.0	8.2	-2.3	-0.5	4.8	100.0	-2.4	103.0	-2.1
Cc1cc(C)c2nc(SCC(=O)NCCC3=CCCCC3)cc(C)c2c1	4.0	/	-16.5	-1.9	4.5	114.0	6.6	96.0	0.4
CCCCc1nc2cc(C(=O)N3CCCCC3CCNC(C)=O)ccc2o1 (stereo unspecified)	1.0	-17.0	-7.4	-0.1	-2.4	103.0	32.9	102.0	-37.3
Cc1ccc(/C=N/NC(=O)c2nnn(-c3nonc3N)c2-c2ccc3c(c2)OCO3)s1	-10.0	2.2	-10.0	11.6	5.3	100.0	44.5	97.0	-2.1

A draw from above in order of molecular weight, ascending:
SMILES	MEKK2mut PB1 HTS	NALP1 inh	GPR7 antagonist	OXTR ag	PfM18AAP inh	MEKK3 PB1 HTS	PHOSPHO1 inh	MEKK2wt PB1 HTS	DNA FID counter
CCOc1cc(/C=C2/C(=O)ON=C2C)ccc1O	5.0	11.0	0.4	-0.6	24.8	107.0	24.1	101.0	3.2
CC(=O)Nc1c2c(nn1-c1ccc(C)cc1C)CS(=O)C2 (stereo unspecified)	9.0	5.7	1.9	0.5	-2.0	104.0	12.3	106.0	3.1
O=C(CNC(=O)c1cccs1)OCC(=O)c1cccs1	4.0	8.2	-2.3	-0.5	4.8	100.0	-2.4	103.0	-2.1
Cc1ccc2nc(NC(=O)CSc3nnc(C)c(=O)n3N)sc2c1	-1.0	19.3	-6.9	-0.6	3.3	108.0	3.9	105.0	-0.9
Cc1cc(C)c2nc(SCC(=O)NCCC3=CCCCC3)cc(C)c2c1	4.0	/	-16.5	-1.9	4.5	114.0	6.6	96.0	0.4
CCCCc1nc2cc(C(=O)N3CCCCC3CCNC(C)=O)ccc2o1 (stereo unspecified)	1.0	-17.0	-7.4	-0.1	-2.4	103.0	32.9	102.0	-37.3
Cc1ccc(/C=N/NC(=O)c2nnn(-c3nonc3N)c2-c2ccc3c(c2)OCO3)s1	-10.0	2.2	-10.0	11.6	5.3	100.0	44.5	97.0	-2.1
COC(CN(C(=O)CCl)C(C(=O)NC1CCCC(C)C1C)c1ccc(C)cc1)OC (stereo unspecified)	0.0	18.7	-5.5	0.3	5.7	97.0	-7.9	101.0	-19.5
